Screens (PubChem BioAssay)
TAAR1 ag = human TAAR1 agonists, primary screen, Fluo-8 calcium fluorescence, CHO RD-HGA16 cells; activation, % at 3 µM; Trace amine-associated receptor 1 (Homo sapiens), Q96RJ0; vehicle wells 0%, saturating PEA agonist 100%; hit rate 0.99% among 360,000;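 active = activation above the mean activation of all test compounds in the run plus 3 SD, cut at about 38% in these data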
Target sequence (Q96RJ0 whole entry, looked up): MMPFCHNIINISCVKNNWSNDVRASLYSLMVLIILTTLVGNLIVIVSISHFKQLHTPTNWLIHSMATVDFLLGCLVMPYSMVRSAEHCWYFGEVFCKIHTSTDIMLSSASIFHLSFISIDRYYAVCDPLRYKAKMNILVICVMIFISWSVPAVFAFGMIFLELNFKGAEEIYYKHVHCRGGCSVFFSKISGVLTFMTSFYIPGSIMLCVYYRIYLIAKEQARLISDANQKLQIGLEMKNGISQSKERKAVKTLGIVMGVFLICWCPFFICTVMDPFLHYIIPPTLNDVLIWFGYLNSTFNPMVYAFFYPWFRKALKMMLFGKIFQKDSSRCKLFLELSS
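System: CHO-derived RD-HGA16 cells with stable Gα16 and human TAAR1 / Times: 17-24 h plating, Fluo-8 75 min 37 °C, 30 min RT / Technique: calcium-sensitive Fluo-8 signal, excitation 470-495, emission 515-575 nm / Measure: % activation relative to PEA EC100 response / Benchmarks: DMSO and PEA EC100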
TAAR1 antag = human TAAR1 antagonists, primary screen, Fluo-8 calcium fluorescence, CHO RD-HGA16 cells | Trace amine-associated receptor 1 (Homo sapiens), Q96RJ0 | antagonist | inhibition, % at 3 µM | hit rate 1.5% among 360,000;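 active = inhibition above a per-plate cutoff, the mean inhibition of test compounds on that plate plus 3 SD, cut at about 49% in these data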;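 note: 0% = DMSO plus EC80 beta-PEA response and 100% = DMSO alone without agonist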
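Assay system: RD-HGA16 CHO cells with stable hTAAR1 and Gα16 / Reagent: EC80 β-phenethylamine stimulus / Doses: 3 µM, single point / Timing: dye loading 75 min at 37 °C, then 30 min room temperature / Measured by: Fluo-8 intracellular calcium dye fluorescence, real-time kinetic reads / Controls: vehicle wells and EC80 agonist wells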
Starred values were filed as active, the others as inactive. The list is partial; count on the stated rates, not on these rows.

`O=C(NCc1ccccc1)C(c1cc2ccccc2o1)n1c(=O)c(-c2ccccc2)nc2ccccc21` (stereo not given) gave TAAR1 ag 2 and TAAR1 antag -28.
`CCCCOCC1CN(CCCC)S(=O)(=O)c2c(Oc3ccc(OC)cc3)cccc2O1` (stereo not given) gave TAAR1 ag 2 and TAAR1 antag -11.
For Cc1cc(Br)cn2c(Cc3cccc(Cl)c3)c(-c3cccc(Cl)c3)nc12 the results were TAAR1 ag 0 and TAAR1 antag -19.
Screening COC(=O)C1=C(C)N(Cc2ccc(Cl)cc2)C(=S)NC1c1ccc(OC)cc1 (stereo not given) returned TAAR1 ag 2 and TAAR1 antag 8.
For CCCCc1c(-c2ccccc2OC)ncn1Cc1ccc(C(C)(C)C)cc1 the results were TAAR1 ag 5 and TAAR1 antag -30.
Screening CCOC(=O)[C@]12CCCC=C1N(Cc1ccc(Cl)cc1Cl)C(=O)[C@H](CC(=O)NCc1cccs1)C2 returned TAAR1 ag -1 and TAAR1 antag -3.
c1ccc(-c2nc3ccccc3nc2-c2ccc(CN3CCC4(CC3)CNc3ccccc34)cc2)cc1 was read as TAAR1 ag -2 and TAAR1 antag -1.
For CC(C)(C)c1ccc(C#C[C@@H]2C=C[C@@H](O)[C@@H](CO)O2)cc1 the results were TAAR1 ag 13 and TAAR1 antag -27.
Screening Cc1[nH]nc2c1C(c1ccc(Br)cc1)N(c1ccccc1)C2=O (stereo not given) returned TAAR1 ag 0 and TAAR1 antag -19.
COc1cccc(CNC(=O)[C@@H]2CCCN2C(=O)[C@@H]2CCCN2C(=O)c2ccc(Cl)cc2)c1 was read as TAAR1 ag -2 and TAAR1 antag -11.
Nc1ccn([C@@H]2O[C@H](C(=O)N3CCCN(Cc4ccccc4F)CC3)[C@@H](O)[C@H]2O)c(=O)n1 was read as TAAR1 ag 0 and TAAR1 antag 0.
For Cc1cc(C)n2c(NC3CCCCC3)c(-c3cccnc3)nc2n1 the results were TAAR1 ag 2 and TAAR1 antag -14.
Screening CCOC(=O)[C@]12CCC=C1N(CCC1=CCCCC1)C(=O)[C@H](CC(=O)NCCCN1CCCC1=O)C2 returned TAAR1 ag 2 and TAAR1 antag -6.
Screening O=C1NC[C@H](CCCCN2C[C@H](Cc3ccccc3)N(CCc3ccccc3)C(=O)C2=O)N(CC2CCCCC2)C1=O returned TAAR1 ag 2 and TAAR1 antag -27.
`CC(C)(C)OC(=O)N1CCC[C@@H]1C(=O)N1CCC[C@H]1C(=O)NCc1ccccc1` gave TAAR1 ag 1 and TAAR1 antag -15.
Screening Cc1ccc(C)c(N2CCN(C3C(=O)Nc4ccccc4-n4nnnc43)CC2)c1 (stereo not given) returned TAAR1 ag 36 and TAAR1 antag 4.
For COC(=O)[C@]12CCCCC=C1N(Cc1cccc3ccccc13)C(=O)[C@H](CC(=O)N1CCCCC1)C2 the results were TAAR1 ag 8 and TAAR1 antag 62*.
C[C@H](O)[C@@H]1CN2CCc3c([nH]c4c(-c5ccccc5)cccc34)[C@@H]2C[C@@H]1N(C)C(=S)NCCc1ccccc1 was read as TAAR1 ag 85* and TAAR1 antag 61*.
`CCOC(=O)[C@]12Cc3c(cc(OC)c(OC)c3OC)[C@H]1N(Cc1ccccc1)C(=O)c1cc(F)c(F)cc12` gave TAAR1 ag 0 and TAAR1 antag -2.
`COc1ccc(C2CC(=O)C(c3ccc(C#N)cc3)=CN2Cc2ccccc2)cc1` (stereo not given) gave TAAR1 ag 3 and TAAR1 antag 18.
O=C(Nc1ccc2c(c1)OCCO2)C(c1ccccc1)n1c(=O)c(-c2ccco2)nc2ccccc21 (stereo not given) was read as TAAR1 ag -2 and TAAR1 antag 8.
Cc1ccc2oc(=O)c3cc(C(=O)NCCCN4CCC(C)CC4)sc3c2c1 was read as TAAR1 ag 5 and TAAR1 antag -18.
Screening N#CCCCc1cn(-c2nc3ccccc3s2)nn1 returned TAAR1 ag 1 and TAAR1 antag -12.
`CN1CCCCC(NC(=O)c2ccccc2)C1=O` (stereo not given) gave TAAR1 ag 2 and TAAR1 antag -7.
CC1(C(=O)Nc2ccc3c(c2)OCCO3)CN(S(C)(=O)=O)CC(=O)N1CC(F)(F)F (stereo not given) was read as TAAR1 ag 1 and TAAR1 antag -3.
CC(C)CC1OC(C)Cc2[nH][nH]c(=O)c21 (stereo not given) was read as TAAR1 ag 1 and TAAR1 antag -18.
Screening CC1(C(=O)Nc2ccc3c(c2)OCCO3)CN(S(C)(=O)=O)CC(=O)N1Cc1cccs1 (stereo not given) returned TAAR1 ag -1 and TAAR1 antag 21.
Screening CN(C)Cc1c(C(C)(C)O)[nH]c2cc(F)ccc12 returned TAAR1 ag 0 and TAAR1 antag 1.
For CCOC(=O)C1C(C)C(C(C)(C)C)N(S(=O)(=O)c2ccc(C)cc2)C1c1ccccc1 (stereo not given) the results were TAAR1 ag 2 and TAAR1 antag 13.
`CCOC(=O)[C@]12CCC=C1N(Cc1ccc3c(c1)OCO3)C(=O)[C@H](CC(=O)NCC1CCCCC1)C2` gave TAAR1 ag 2 and TAAR1 antag -10.
Screening Cc1ccc(S(=O)(=O)N2CCCc3nc(-c4ccc(F)cc4)ccc32)cc1 returned TAAR1 ag 1 and TAAR1 antag -38.
Screening O=S1(=O)N[C@H](Cc2ccccc2)COc2cccc(N3CCC[C@@H]3CO)c21 returned TAAR1 ag 15 and TAAR1 antag 36.
`COc1cc(CC2COC(=O)C2Cc2ccc(O)c(OC)c2)ccc1O` (stereo not given) gave TAAR1 ag 5 and TAAR1 antag -1.
O=C(Nc1ccccc1)N1c2ccccc2SC1c1ccco1 (stereo not given) was read as TAAR1 ag 2 and TAAR1 antag -24.
For COC(=O)[C@]1(Sc2ccc(C)cc2)CC(=O)N[C@@H]1c1ccccc1 the results were TAAR1 ag 1 and TAAR1 antag 3.
`COc1ccc(-c2sc3cc(OC)ccc3c2-c2ccc(OCCN3CCCCC3)cc2)cc1` gave TAAR1 ag 5 and TAAR1 antag 25.
COc1cc(OC)cc(C2=Cc3ccccc3C(CC(=O)c3ccco3)N2c2ccc(-c3cnc(OC)nc3)cc2)c1 (stereo not given) was read as TAAR1 ag 2 and TAAR1 antag -20.
For COC(=O)c1cc2c(c3c4cc(F)ccc4n(S(=O)(=O)c4cccc(C)c4)c13)C(=O)N(Cc1ccco1)C2 the results were TAAR1 ag 1 and TAAR1 antag -32.
Cc1cccc(C)c1NC(=O)C(C1CC1)n1c(=O)c(-c2ccccc2)nc2ccccc21 (stereo not given) was read as TAAR1 ag -1 and TAAR1 antag -35.
For CCCCc1c(-c2ccccc2OC)ncn1Cc1cccc(OC)c1 the results were TAAR1 ag 4 and TAAR1 antag 10.
C[C@H]1[C@H](c2ccccc2)Oc2cc(Br)ccc2S(=O)(=O)N1Cc1ccc(Cl)cc1 was read as TAAR1 ag 1 and TAAR1 antag -16.
Cc1cccc(N2CCN(C(C(=O)NCc3ccccc3)c3ccc(C(F)(F)F)cc3)CC2)c1C (stereo not given) was read as TAAR1 ag 1 and TAAR1 antag -19.
CCCCCCCCN1C(=O)[C@H](CC(=O)NCc2ccccc2)C[C@@]2(C(=O)OCC)CCCC=C12 was read as TAAR1 ag -1 and TAAR1 antag -8.
`O=c1[nH][nH]c2c1[C@H](C1CCCC1)O[C@H](CCc1ccccc1)C2` gave TAAR1 ag -2 and TAAR1 antag -33.
`COc1cc(OC)cc(-c2c(Sc3ccccc3)c3cc(-c4ccc5c(c4)OCCO5)ccc3n2C)c1` gave TAAR1 ag 2 and TAAR1 antag -7.
Screening C[C@@H]1CC2=C(C(=O)OC(C)(C)O2)[C@H](c2ccc(F)cc2)O1 returned TAAR1 ag 2 and TAAR1 antag -24.
`CCCC(=O)OC[C@H]1CN(C2CCCC2)S(=O)(=O)c2c(F)cccc2O1` gave TAAR1 ag 1 and TAAR1 antag -13.
For CCCc1c(-c2ccccc2)ncn1Cc1ccccc1OC the results were TAAR1 ag 3 and TAAR1 antag -3.
Screening COCC#Cc1cnc2c(c1)C(=O)N([C@@H](C)CO)C[C@H](C)[C@H](CN(C)C(=O)c1ccc3c(c1)OCO3)O2 returned TAAR1 ag 2 and TAAR1 antag -2.
`F[B-](F)(F)c1cncnc1` gave TAAR1 ag 1 and TAAR1 antag -8.
For COC(=O)c1ccc2nc(-c3cccc(Br)c3)c(Cc3ccccc3OC)n2c1 the results were TAAR1 ag 2 and TAAR1 antag 2.
`CC(C)N(C[C@@H]1CSCCS(=O)(=O)N1)C(C)C` gave TAAR1 ag 1 and TAAR1 antag 13.
Cc1cccc(S(=O)(=O)N2CCC[C@H]2C(=O)N2CCC[C@@H]2C(=O)NCc2ccccc2)c1 was read as TAAR1 ag 2 and TAAR1 antag -8.
Cc1cc(O)cc(=O)n1-c1cc(Cl)cc(Cl)c1 was read as TAAR1 ag 5 and TAAR1 antag -16.
For CCOC(=O)c1sc2nc(OCCN3CCOCC3)cc(C)c2c1N the results were TAAR1 ag 3 and TAAR1 antag -12.
`COc1ccc(C2CC(=O)C(c3cccc(F)c3)=CN2Cc2ccccc2)cc1` (stereo not given) gave TAAR1 ag 1 and TAAR1 antag 23.
For COC(=O)[C@]12CCCCC=C1N(Cc1ccc3c(c1)OCO3)C(=O)[C@H](CC(=O)NCCCN1CCCC1=O)C2 the results were TAAR1 ag 5 and TAAR1 antag 23.
CCCCCc1c(-c2ccccc2F)ncn1CCc1ccccc1OC was read as TAAR1 ag 18 and TAAR1 antag 60*.
For COC(=O)C1=C(C)N(Cc2ccc(F)cc2)C(=S)NC1c1ccc(F)cc1 (stereo not given) the results were TAAR1 ag -2 and TAAR1 antag 35.
Screening CCN(C)C1CN(Cc2cn(Cc3ccccc3)nn2)S(=O)(=O)C1 (stereo not given) returned TAAR1 ag 1 and TAAR1 antag -12.
For O=c1[nH][nH]c2c1[C@H](c1ccc(Cl)cc1)O[C@H](CCc1ccccc1)C2 the results were TAAR1 ag 3 and TAAR1 antag -9.
`O=C(O)c1ccccc1/C=N/Nc1ccc(S(=O)(=O)Nc2ccc(Cl)cc2)cc1[N+](=O)[O-]` gave TAAR1 ag -1 and TAAR1 antag 12.
`Cc1cc2nc(-c3cccc(Cl)c3)c(Cc3cccc(Cl)c3)n2c(C)c1Br` gave TAAR1 ag -2 and TAAR1 antag 6.
Screening CCc1cccc(-n2c(C)cc(O)cc2=O)c1 returned TAAR1 ag 1 and TAAR1 antag -24.
Screening C=C(C)CSc1nc2sc3c(c2c(=O)n1-c1ccc(OC)cc1)CCN(C)C3 returned TAAR1 ag -1 and TAAR1 antag -14.
For C[C@H]1CN([C@@H](C)CO)C(=O)CCCn2cc(nn2)CO[C@@H]1CN(C)C(=O)c1ccccc1 the results were TAAR1 ag 0 and TAAR1 antag 4.
For COc1cccc(CNC(=O)[C@H]2CCCN2C(=O)[C@H]2CCCN2C(=O)c2ccc(C)cc2)c1 the results were TAAR1 ag 7 and TAAR1 antag -32.
COc1ccc(NC(=O)C(C2CC2)n2c(=O)c(-c3ccccc3)nc3ccccc32)cc1 (stereo not given) was read as TAAR1 ag -1 and TAAR1 antag -35.
For COC(=O)C1=C(C)N(Cc2ccc(C(F)(F)F)cc2)C(=NCc2ccc(C(F)(F)F)cc2)NC1c1ccccc1C(F)(F)F (stereo not given) the results were TAAR1 ag 3 and TAAR1 antag -31.
Screening Cn1cc(CCOCc2ccccn2)c2ccccc21 returned TAAR1 ag 1 and TAAR1 antag -22.
